Assay outcomes as filed in PubChem BioAssay.
LDHA block: inhibitors of human lactate dehydrogenase A | activity change, % (values are at about 110 or 230 µM) | 480,000 compounds, 0.15% hits | purified LDHA, NADH/diaphorase-resazurin fluorescence; stronger effect = lower value; in the data active means activity change below about -30%;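 further: plate controls were DMSO wells for no effect and wells without enzyme for full effect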
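Remaining NADH was detected by diaphorase (0.133 mg/mL) converting 37 µM resazurin to fluorescent resorufin, read at 0 and 20 minutes. The preceding 5-minute room-temperature reaction used 2 nM LDHA, 0.2 mM sodium pyruvate and 0.06 mM NADH at pH 7.4.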
* marks the source's active call; other numbers are inactive results; & = joins results of further samples. Some of the compounds tested; count on the stated rates, not on these rows.

mol | LDHA block
CC(C)(C)c1ccc(C(=O)N2CCN(C/C=C/c3ccccc3)CC2)cc1 | 1.8
CCCn1nc(C(=O)OCC#N)c2ccccc2c1=O | -4.3
O=C(NCCNC(=O)c1nc2ccccc2c(=O)[nH]1)c1ccccn1 | -5.6
CC(=O)c1cc(CC(=O)O)cs1 | 11.5
CCNc1c(NC(=O)Cc2ccc(F)cc2)c(=O)oc2ccccc12 | -3.7
COC(=O)[C@@]1(C(C)C)N=C(c2cc(OC)c(OC)c(OC)c2)[C@]2(O1)C(=O)N(C)c1ccc(Cl)cc12 | 0.5
CSc1nnnn1-c1ccc(C(=O)Nc2ccc(Br)c(C)c2)cc1 | 4.5
C/C(=C\c1ccccc1)C(=O)Nc1ccccc1C(C)C | 10.9
CC(C)(CO)NC(=O)C12CC3CCC(CC(C3)C1)C2 | -6.9
COC(=O)c1cc2n(n1)CC(C)(C(=O)NC1CCCCCC1)N(CCc1cccs1)C2=O (centres undefined) | 0.3
c1cc(CSc2ccc3c(c2)OCCO3)ccc1CSc1ccc2c(c1)OCCO2 | 6.1
C/C(=N/N=C(c1ccccc1)c1ccccc1)c1cccnc1 | 10.0
COc1ccc(-c2nc(C(=O)N3CCN(C(C#N)c4ccc(F)cc4)CC3)cs2)cc1OC (centres undefined) | -1.3
CCOC(=O)c1ccc(NC(=O)CSc2nc(CCSC)c(C)[nH]2)cc1 | -0.1
COc1cc(/C=C/C(=O)OCc2ccc(C#N)cc2)cc(OC)c1OC | 4.7
CS(=O)(=O)N1CCc2cc(NS(=O)(=O)c3ccc4c(c3)CC(=O)N4)ccc21 | -5.3
CSc1ccc(/C=N/Nc2ccc(Cl)cc2)cc1 | 9.1
CCCCN(CCCC)S(=O)(=O)c1[nH]ncc1C(=O)OCC | 9.3
Cc1ccc(CN2CCN(c3nc4c(c(=O)[nH]c(=O)n4C)n3C/C=C/c3ccccc3)CC2)cc1 | -10.2
Cc1ccc(S(=O)(=O)NCCC(=O)Nc2nccs2)cc1C | -4.2
CCOc1ccc2nc(Nc3nc(C)c(Cc4ccccc4)c(=O)[nH]3)nc(C)c2c1 | -6.8
CS(=O)(=O)Cc1ccc(CNCc2cccc3ccccc23)cc1 | 1.4
COc1ccc(COC(=O)c2cc(S(=O)(=O)N3CCCCC3)ccc2N2CCOCC2)cc1F | -1.9
CC(=O)Nc1ccc(NCc2c(C#N)c3ccccc3n2C)cc1 | -1.9

Arranged by the number under LDHA block (descending): 6 of the compounds above.
mol | LDHA block
C/C(=N/N=C(c1ccccc1)c1ccccc1)c1cccnc1 | 10.0
CC(C)(C)c1ccc(C(=O)N2CCN(C/C=C/c3ccccc3)CC2)cc1 | 1.8
CCOC(=O)c1ccc(NC(=O)CSc2nc(CCSC)c(C)[nH]2)cc1 | -0.1
COc1ccc(-c2nc(C(=O)N3CCN(C(C#N)c4ccc(F)cc4)CC3)cs2)cc1OC (centres undefined) | -1.3
CC(=O)Nc1ccc(NCc2c(C#N)c3ccccc3n2C)cc1 | -1.9
CS(=O)(=O)N1CCc2cc(NS(=O)(=O)c3ccc4c(c3)CC(=O)N4)ccc21 | -5.3

Other compounds follow:
mol | LDHA block
Cc1cc(C)c(NC(=O)CN(C)C(=O)CSc2ccc(Br)cc2)c(C)c1 | 3.4
Cc1ccc(-c2cnc(CCC(=O)N(C)CC(=O)Nc3ccccc3Br)o2)cc1 | 5.9
CC(C)c1cc(C=O)c(O)c(C=O)c1 | -16.7
COc1ccc(C(CNC(=O)c2ccc3c(c2)OCCO3)N2CCOCC2)cc1 (centres undefined) | 9.6
CCOC(=O)N1CCC(NC(=O)C(CC)n2nc(C)c3sc4ccccc4c3c2=O)CC1 (centres undefined) | 0.0
Cn1nc(C(F)(F)F)c(Br)c1C(=O)Nc1sc2c(c1C#N)CCC2 | -0.9
Cc1ccsc1/C=C(\C#N)C(=O)NC1CC1 | -0.4
COC(=O)c1ccc(NC2c3ccccc3C(=O)N2c2cccnc2)cc1 (centres undefined) | 5.8
Cc1cc2oc(C(=O)NCC(c3cccs3)N(C)C)cc(=O)c2cc1Cl (centres undefined) | -4.1
Cn1c(=O)[nH]c(=O)c2c1nc(SCC(=O)Nc1ccccc1)n2Cc1cccc(Cl)c1 | -20.3
COCCCNCc1c2ccccc2c(Cl)c2ccccc12 | -8.0
CC1(C)CC(=O)C2=C(C1)Nc1c(c(=O)[nH]c(=O)n1Cc1ccccc1)C2c1ccc2c(c1)OCO2 (centres undefined) | 0.9
COc1ccc(OC)c(NC(=O)CN(c2cccc(C)c2C)S(C)(=O)=O)c1 | -12.8
Cc1ccc2nc(C)c(C(=O)NCc3ccc(N4CCCCCC4)nc3)cc2c1 | 4.0
c1ccc(CCNc2nc(-c3c[nH]c4ccccc34)cs2)cc1 | 12.3
COC(=O)c1c(C)[nH]c(-c2cccc(OC)c2)c1C1C(=O)Nc2ccc(F)cc21 (centres undefined) | 43.3
C=C(C)C[C@H]1CC=C[C@H](CC(=C)C)N1 | 1.4
Cc1nn(C(=O)C2CCCN2S(=O)(=O)c2ccc(F)cc2)c(C)c1Sc1ccccc1 (centres undefined) | -34.4*
O=C(NCc1ccncc1)c1ccc(C2CCCCC2)cc1 | 5.5
Cc1cccc(COC(=O)C2=NN(C3CCS(=O)(=O)C3)C(=O)CC2)c1 (centres undefined) | 2.4
CC(C)(C)c1[nH]nc2c1[C@@H](c1ccccc1C(F)(F)F)C(C#N)=C(N)O2 | -5.7
Cc1ccc(-c2nnc(CCC(=O)N3CCc4sccc4C3)o2)cc1 | -2.0
NCc1ccc2c3c1CCCN3CCC2 | 42.8
COc1ccc(/C=C/C(=O)Nc2ccc3c(c2)Cc2ccccc2-3)cc1 | -1.0
CNCc1ccc(-c2cc(Cl)cc(Cl)c2)o1 | 1.0
COc1ccc(S(=O)(=O)N2CCCC2)cc1-c1nc(C(C)C)no1 | 11.0
CCN(C(=O)C(=O)c1c(C)[nH]c2ccccc12)c1cccc(Cl)c1 | 0.5
O=c1[nH]c2ccccc2nc1-c1nnnn1C1CCCC1 | 2.1
O=c1[nH]c(CN2CCCCCCC2)nc2ccsc12 | 7.0
CCN(CC)CCNC(=O)C(=O)Nc1ccc2cc[nH]c2c1 | -11.2
Cc1nc2ccc(C(=O)OC(C)C(=O)NC(=O)NCc3ccccc3)cc2nc1C (centres undefined) | 12.5
COc1ccc(C2Nc3ccccc3C(=O)N2Cc2ccccc2OC)cc1COc1ccc(NC(C)=O)cc1 (centres undefined) | 3.8
Cc1c(-c2cccc(Cl)c2)nc2ccccc2c1C(=O)NC1CCCCC1C (centres undefined) | 6.8
COc1ccc([S+](=O)([O-])N2CCN([S+](=O)([O-])c3ccc4c(c3)OCCO4)CC2)c(OC)c1 | -2.3
COc1ccc2c(C)c(CC(=O)NCCN3CCOCC3)c(=O)oc2c1C | 1.9
Cn1nc(C(=O)NCCc2cccs2)c2ccccc2c1=O | -0.9
CCCCOc1ccc2c(-c3ccccc3)cc(=O)oc2c1C | 3.9
O=C(NC1CCCC1)c1cc2cc([N+](=O)[O-])ccc2oc1=O | 2.5
Oc1ccc(Nc2nc(-c3ccc(F)cc3F)cs2)cc1 | -3.3
COc1cc(Cl)c(C)cc1NC(=O)c1nc2ccccc2nc1N1CCCCC1 | 0.9
CC(C)(C)NC(=O)CN1CCN(c2cccc(F)c2C#N)CC1 | -5.9
COc1ccc(-c2nnc(C(C)N(C)Cc3ccccc3)o2)cc1 (centres undefined) | -0.1
O=C(Nc1cccc(S(=O)(=O)N2CCOCC2)c1)c1cccc(CN2CCCC2=O)c1 | 13.7
CN(C)c1ccc(/C=N/NC(=O)c2ccc(N(C)C)cc2)cc1 | 1.5
CC(=O)C1(C)N(O)C(C)C(c2cccs2)=[N+]1[O-] (centres undefined) | 3.5
CCC1CCc2c(sc(NC(=O)COCC(=O)O)c2C(=O)NCc2ccc(C)cc2)C1 (centres undefined) | -20.8
Cc1nn(-c2nc3c(c(=O)n(Cc4cccc(Cl)c4)c(=O)n3C)n2C(C)C)c(C)c1C | 1.4
O=C(COC(=O)c1ccc(OCC2CCCO2)cc1)c1ccc2c(c1)OCO2 (centres undefined) | -24.5
C/C(CCc1ccc(O)cc1)=N\NC(N)=S | 13.1&10.6
O=S1(=O)N[C@@H](Cc2ccccc2)COc2cc(N3CC[C@H](O)C3)ccc21 | -1.8
COCc1cc(C)n(CC(=O)Nc2cccc(C(F)(F)F)c2)c(=O)c1C#N | 3.6
Cc1ccc(S(=O)(=O)Cc2nc(-c3ccc(C(=O)N4CCOCC4)cc3)oc2C)cc1 | 3.6
O=C(Nc1ccc2ccccc2c1)C1CCCCC1 | 11.4
O=C(C[C@@H]1CC[C@@H]2[C@H](COC[C@H](O)CN2CCC(F)(F)F)O1)NCc1ccc2c(c1)OCO2 | -1.7
COc1ccc(NC(=O)CSc2nc(N3CCOCC3)c3c(c2C#N)CCCC3)c(OC)c1 | 7.7
CCCCn1nc(C(=O)Nc2ccc3nc(N4CCOCC4)sc3c2)c2ccccc2c1=O | 4.1
CCNC(=O)CN1c2ccc(F)cc2-c2ccccc2S1(=O)=O | 2.3
CCC(=O)N(C)C(c1ccc(C)cc1)c1c[nH]c2ccccc12 (centres undefined) | 9.1
O=S(=O)(c1cccc2nsnc12)N1CCCC1c1ccc(Cl)cc1 (centres undefined) | -2.6
O=S(=O)(Nc1nc2ccccc2nc1NC1CCCC1)c1ccc2c(c1)OCCO2 | 4.7

More records follow.
mol | LDHA block
COc1ccc2cc(C3CC=C(CO)CN3S(=O)(=O)c3ccccc3[N+](=O)[O-])n(C(=O)OC(C)(C)C)c2c1 (centres undefined) | 3.7
Cn1ccc(NC(=O)c2nn(Cc3ccccc3)c(=O)c3ccccc23)n1 | -3.4
CC(C)C(=O)N/N=C/c1ccc(Cl)cc1 | -4.4
COCCn1c(-c2ccc(OCc3ccccc3)c(OC)c2)nc2c1c(=O)[nH]c(=O)n2CC(C)C | 1.3
Cc1nc2cc(NC(C(=O)Nc3ccc(F)cc3)c3ccccc3)ccc2o1 (centres undefined) | 2.5
CCCNS(=O)(=O)c1ccc(N2C(=O)CCS2(=O)=O)cc1C | 0.7
Cc1c(CCC(=O)Nc2cccc(F)c2)c(=O)oc2cc(O)ccc12 | -8.9
O=C(CSc1nc2cc(C34CC5CC(CC(C5)C3)C4)ccc2o1)c1ccccc1 | 12.2
CC(C)Cc1ccc(C(C)NC(=O)c2ccc(CN3CCCC3)cc2)cc1 (centres undefined) | 5.6
CC(C)CN(CC(C)C)C(=O)CCS(=O)(=O)c1cc2c(cc1Cl)NC(=O)CO2 | -1.0
Cc1ccc(COc2ccc(C=O)cc2)cc1 | 6.0
N#Cc1ccccc1COC(=O)c1ccc(Cl)cc1F | 13.1
C=CCNCc1ccccc1OC | 2.7
Cc1ccccc1NC(=O)N(C)CCc1noc(-c2ccc(C(=O)N3CCCCCC3)cc2)n1 | 5.0
COc1ccc(-c2cnn3c(C)cc(C)nc23)cc1S(=O)(=O)NCc1ccccc1C(F)(F)F | 4.9
COCCNc1oc(COc2ccccc2F)nc1C#N | 7.7
COc1ccc(C23CC4CC(C2)CC(c2ccc(OC)c(C(=O)NC(c5ccccc5)c5ccccc5)c2)(C4)C3)cc1C(=O)NC(c1ccccc1)c1ccccc1 | 2.4
O=C(CSc1nnc(-c2cccnc2)n1-c1ccccc1)c1c[nH]c(C(=O)N2CCCC2)c1 | -7.2
Cc1ccc2c(C)nc(Nc3nc(C)c(C)c(=O)[nH]3)nc2c1 | 7.2
CCOC(=O)c1ccc(Nc2c(C(=O)OCC)cnc3ccc(OCC)cc23)cc1 | 8.7
CCc1cc2c(=O)c(Oc3ccc(I)cc3)c(C(F)(F)F)oc2cc1OC(=O)c1ccc(Br)cc1 | -1.6
N#Cc1ccc(C(=O)Nc2ccc(Cl)c(-c3nc4ncccc4o3)c2)c(F)c1 | 1.4
Cc1cccc(Cn2nc(-c3ccc(C)c(S(=O)(=O)N4CCCC4)c3)ccc2=O)c1 | -1.5
CCCn1cnnc1CNC(=O)[C@H]1O[C@@H](n2ccc(N)nc2=O)[C@H](O)[C@@H]1O | -0.8
N#C/C(=C/c1cccc(OCc2ccc(Cl)cc2)c1)c1nc2ccccc2s1 | -1.3
CC1CCN(S(=O)(=O)N(C)Cc2ccc3c(c2)OCCO3)CC1 | 0.4
CCC(CC)NC(=O)Cn1cnc2c1c(=O)n(C)c(=O)n2C | 3.3
CCCCNC(=O)C(NC(=O)c1ccccc1)C(=O)c1ccccc1 (centres undefined) | -2.3
O=C(Cc1c[nH]c2ccccc12)NC1CCN(CC2CCCC2)CC1 | -6.8
O=S(=O)(Nc1nc2ccccc2nc1N1CCCCC1)c1ccc(Cl)cc1 | -0.9
CCNC(=O)c1cc2cc(N(C)S(C)(=O)=O)ccc2s1 | 4.6
CCOC(=O)c1[nH]c(C)c(CCC(=O)N2CCC(C(=O)NCCN3CCCCC3C)CC2)c1C (centres undefined) | -1.4
O=C(CSc1nc2cc(Cl)ccc2s1)NC1CC1 | -2.4
O=C(O)c1cc2c(OCc3ccccc3)cccc2[nH]1 | -0.2
O=C(OCC(=O)c1c[nH]c2ccccc12)c1ccccc1C(=O)c1ccc(Cl)c([N+](=O)[O-])c1 | 12.0
CCN1c2ccccc2NC2=C(C(=O)CC(C)(C)C2)C1c1ccccc1 (centres undefined) | 7.3

Part of the list above in order of length of the SMILES, smallest number first.
mol | LDHA block
CCCNS(=O)(=O)c1ccc(N2C(=O)CCS2(=O)=O)cc1C | 0.7
Cc1ccc2c(C)nc(Nc3nc(C)c(C)c(=O)[nH]3)nc2c1 | 7.2
COc1cc(/C=C/C(=O)OCc2ccc(C#N)cc2)cc(OC)c1OC | 4.7
CCC1CCc2c(sc(NC(=O)COCC(=O)O)c2C(=O)NCc2ccc(C)cc2)C1 (centres undefined) | -20.8
